HTR5A inv ctr – HTR5A inverse agonists in luminescence cell assay, primary screen, counter-screen for OPRM1-OPRD1 heterodimer inverse agonist project, full-deck HTS | inhibition, % at 9.3 µM | 340,000 tested, 0.083% active | AID 504634, 2011 | HTR5A cell line, inverse agonism; in the data active means inhibition mostly above about 23%, no sharp cut-off; inactive means mostly below about 18%;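 further: 0% = cells with DMSO and 100% = no-cell wells with DMSO; some compounds called inactive have numbers as strong as hits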
Target sequence (P47898 whole entry, looked up): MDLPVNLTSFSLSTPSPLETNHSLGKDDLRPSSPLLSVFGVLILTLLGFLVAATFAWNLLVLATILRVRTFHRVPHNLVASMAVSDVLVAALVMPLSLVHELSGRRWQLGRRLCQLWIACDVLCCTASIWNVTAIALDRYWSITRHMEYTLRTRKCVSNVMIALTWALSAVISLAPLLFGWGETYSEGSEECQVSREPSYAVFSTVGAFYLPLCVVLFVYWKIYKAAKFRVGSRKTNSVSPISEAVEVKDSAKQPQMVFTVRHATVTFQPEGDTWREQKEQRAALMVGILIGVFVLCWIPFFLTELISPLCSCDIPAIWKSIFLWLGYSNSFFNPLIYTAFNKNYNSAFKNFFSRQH
MOR-DOR inv ag – inverse agonists of MOR-DOR heterodimerization, primary screen, cell-based, luminescence. Mu-type opioid receptor (Homo sapiens) + Delta-type opioid receptor (Homo sapiens), …. cell-based MOR-DOR heterodimer luminescence, inverse agonism. inhibition, % at 9.3 µM. 340,000 tested, 0.21% active. AID 504357, 2011; in the data active means inhibition above about 22%, passing the limit was not always enough;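 further: 0% = cells with DMSO and 100% = wells without cells with DMSO; values of inactives mirror those of a sister screen read the other way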
PKA-R2B act – activators of PKA-R2B holoenzyme, primary screen, biochemical, fluorescence polarization, Cy5-IP20, human; activation, % at 11.4 µM; PKA-R2B holoenzyme dissociation; R2B truncated from residue 108, S112A mutant; 0% DMSO only, 100% 113 µM cGMP; AID 504700, 2011; cAMP-dependent protein kinase catalytic subunit beta (Homo sapiens) + cAMP-dependent …; 340,000 tested, 0.079% active;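 active means activation above a cutoff set at the mean over all compounds plus 3 SD, cut at about 18% in these data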;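 further: higher means more holoenzyme dissociation and a rise in polarization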
DAGLB inh – DAGLB lipase inhibitors, primary screen, biochemical, fluorescence, HTS | inhibition, % at 5.17 µM | HEK293T DAGLB membrane lysate, EnzChek fluorogenic substrate | AID 504411, 2011 | Diacylglycerol lipase-beta (Homo sapiens), Q8NCG7 | 340,000 tested, 0.059% active; in the data active means inhibition above about 34%;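 further: 0% = enzyme with vehicle and 100% = wells lacking enzyme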
Target sequence (Q8NCG7 whole entry, looked up): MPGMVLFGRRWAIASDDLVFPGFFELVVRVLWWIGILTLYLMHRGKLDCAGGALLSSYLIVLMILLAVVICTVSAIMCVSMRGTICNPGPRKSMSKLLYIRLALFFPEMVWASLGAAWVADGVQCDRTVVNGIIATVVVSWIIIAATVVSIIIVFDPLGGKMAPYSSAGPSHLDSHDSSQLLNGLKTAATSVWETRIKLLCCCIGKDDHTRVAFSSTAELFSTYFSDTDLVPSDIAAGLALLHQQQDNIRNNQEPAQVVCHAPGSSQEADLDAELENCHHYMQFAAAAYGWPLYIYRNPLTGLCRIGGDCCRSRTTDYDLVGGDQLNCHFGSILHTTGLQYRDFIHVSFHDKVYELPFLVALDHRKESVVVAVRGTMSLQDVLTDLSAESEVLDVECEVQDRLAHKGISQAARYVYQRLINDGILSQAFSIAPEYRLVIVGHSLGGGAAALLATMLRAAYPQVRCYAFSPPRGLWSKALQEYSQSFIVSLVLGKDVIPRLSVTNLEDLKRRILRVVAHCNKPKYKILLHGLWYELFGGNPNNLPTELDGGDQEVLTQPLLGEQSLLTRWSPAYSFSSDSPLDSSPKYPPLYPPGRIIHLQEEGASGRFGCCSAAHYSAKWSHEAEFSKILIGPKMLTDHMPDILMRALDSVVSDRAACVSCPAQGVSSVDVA
Pemphigus Ab inh – inhibitors of pemphigus antibody binding to DSG3, primary screen, biochemical, bead-based, flow cytometry, scFv-GFP; 310,000 tested, 0.48% active; AID 588358, 2011; DSG3-coupled beads, scFv-anti-DSG3-GFP binding; active compounds read low; binding (percent of control), % at 10 µM;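 active means binding more than 3 SD below its plate's average and above zero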;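 further: hits lower antibody fragment binding to DSG3; some compounds called inactive have numbers as strong as hits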
V-ATPase pHluor – regulators of yeast V-ATPase proton pumping, primary screen, pHLuorin cytosolic pH fluorescence; 350,000 tested, 0.37% active; S. cerevisiae; response, % at 10 µM; AID 504577, 2011; in the data active means response mostly above about 7.3%, no sharp cut-off; inactive means mostly below about 5.4%; further: actives read high; inactives centre near 0; some compounds called inactive have numbers as strong as hits; reference of the scale not given here
OPRM1-OPRD1 ag – agonists of OPRM1-OPRD1 heterodimerization, primary screen, cell-based, luminescence; cells; 340,000 tested, 0.3% active; activation, % at 9.3 µM; Mu-type opioid receptor (Homo sapiens) + Delta-type opioid receptor (Homo sapiens), …; in the data active means activation above about 18%;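 further: 0% = vehicle-treated cells and 100% = reference agonist; values of inactives mirror those of a sister screen read the other way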
PKA-R1A activ – activators of PKA-R1A holoenzyme, primary screen, biochemical, fluorescence polarization, Cy5-IP20, bovine R1A, mouse PKAc | cAMP-dependent protein kinase type I-alpha regulatory subunit (Bos taurus) + … | PKA-R1A dissociation; scaled: DMSO 0%, 113 µM cGMP 100% | activation, % at 11.4 µM | 340,000 tested, 0.083% active;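 active means percent activation above the mean of all tested compounds plus 3 SD, cut at about 19% in these data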;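 further: higher means more PKAc released from R1A so a rise in polarization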
HTR5A ag – HTR5A agonists in luminescence cell assay, primary screen, counter-screen for OPRM1-OPRD1 heterodimer agonist project, full-deck HTS. activation, % at 9.3 µM. cell-based. 340,000 tested, 0.61% active; in the data active means activation mostly above about 9.5%, no sharp cut-off; inactive means mostly below about 7.6%;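 further: 0% = cells with vehicle only and 100% = reference agonist; strong numbers were not always called active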
Arrestin-AP2 inh – inhibitors of beta-arrestin/AP2 binding, primary screen, biochemical, GPCR trafficking, flow cytometry; FITC-arrestin peptide / GST-AP2 beads; AP2 beta2 appendage carries R879A mutation; inhibition, % at 10 µM; 340,000 tested, 0.31% active;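 active means inhibition above a set limit, near 3 SD of compounds lacking own fluorescence, cut at about 54% in these data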;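 further: plate controls were DMSO wells for no effect and 5 µM unlabelled arrestin peptide for full effect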
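Assay system: GST-AP2 R879A bound to glutathione beads, E. coli-expressed; Medium: PBS with 0.05% Tween 20 and 0.1% BSA; Also added: fluorescein-tagged arrestin peptide at 50 nM final; Timing: 12 min plus 1 h, RT; Measured by: flow cytometry, FL1 (488/535 nm); Evaluation: percent drop in bead-associated FITC signal.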
Numbers without * were called inactive; x = no result given.

Second line of a record: HTR5A inv ctr	Arrestin-AP2 inh	Pemphigus Ab inh	DAGLB inh	MOR-DOR inv ag	HTR5A ag	PKA-R1A activ	PKA-R2B act	V-ATPase pHluor	OPRM1-OPRD1 ag
COc1cc2c(cc1OC)C1(CCCCC1)CN(C)C2
→ 2	-14	98	-2	8	-1	-7	7	2	-1.6
Oc1ccc(Br)cc1C=Nc1ccc2c3c(cccc13)CC2
→ -6	7	x	-11	-5	2	1	0	-1	0.9
COc1ccc(S(=O)(=O)N(CC(=O)O)c2ccccn2)cc1
→ 22	10	x	3	-1	2	-2	8	1	0.2
COC(=O)c1cc(NC(=O)c2cc(-c3ccccc3Cl)oc2C(F)(F)F)ccc1N1CCOCC1
→ -2	0	x	2	0	1	1	-11	0	0.0
CCOc1ccccc1N1CCN(C(=O)c2ccc(S(=O)(=O)Nc3ccccc3)cc2)CC1
→ -18	0	84	1	-18	7	3	12	0	4.2
COc1cccc(CN(C)CC2CCCN(CCc3ccc(Cl)cc3)C2)c1OC (configuration not stated)
→ -6	8	105	0	-15	2	3	-1	9	2.9
COC(=O)C1=C(COc2ccccc2)NC(=O)NC1c1ccc(Br)cc1 (configuration not stated)
→ -15	-1	101	1	7	0	4	1	-2	-1.3
CCSc1sccc1C1C(C#N)=C(N)N(c2cccnc2)C2=C1C(=O)CCC2 (configuration not stated)
→ -21	30	107	2	-10	2	9	-11	0	1.7
COc1ccc2c(C)cc3nncn3c2c1
→ -7	-16	102	-3	5	1	-7	8	-4	-0.9
Cc1cc(C)n(-c2ccc(F)cc2)c(=O)c1C(=O)O
→ -20	15	103	-1	0	8	-1	0	4	0.0
O=C(NCc1ccccc1C(F)(F)F)C1CC(c2cccc(F)c2)=NO1 (configuration not stated)
→ -10	5	105	-6	4	2	2	2	-1	-0.8
COC(=O)Cc1ccc(NC(=S)N2CCN(c3ccccn3)CC2)cc1
→ 5	-10	101	-8	8	-1	-12	-6	0	-1.7
CCOC(=O)N1CCN(Cc2nc3cc([N+](=O)[O-])ccc3n2C)CC1
→ -2	10	96	-1	9	1	9	4	-3	-2.0
O=C(O)C1CC=CCC1C(=O)Nc1ccccc1 (configuration not stated)
→ 1	22	107	-3	16	1	3	-10	-2	-2.7
Cc1cccc(NC(=O)c2cccc(S(=O)(=O)N3CCCCC3)c2)c1
→ 1	3	82	-2	-11	0	-7	-21	2	1.4
S=C(Nc1ccc(Nc2ccccc2)cc1)Nc1ccccn1
→ 4	4	106	8	-24	0	2	-7	-1	4.7
COc1ccc(Br)c(C(=O)OCC(=O)N2CCC(Cc3ccccc3)CC2)c1
→ -11	16	77	-10	-10	4	0	-3	6	1.8
CC(C)(C)c1nnc(NS(=O)(=O)c2ccc([N+](=O)[O-])cc2)s1
→ -13	-13	95	4	-10	4	-8	2	2	2.1
O=C1Nc2ccc(S(=O)(=O)N3CCCC3C(=O)O)c3cccc1c23 (configuration not stated)
→ -21	11	x	0	4	8	-3	-7	-3	-0.8
COc1ccc(C(=O)Nc2cc(C)cc(C)c2)cc1S(=O)(=O)N1CCOCC1
→ -13	7	98	-4	-9	4	-1	0	-1	1.6
Cc1cc(O)ccc1NC1=CC(=O)CC(C)(C)C1
→ -17	-4	100	2	-3	-2	2	-1	-2	0.4
COCCn1c(=S)[nH]c2cc(C(=O)NCCc3ccc(OC)c(OC)c3)ccc2c1=O
→ 4	-2	108	0	3	-5	1	-5	-3	-0.6
CCCN1C(=O)/C(=c2\sc3nc(=O)c(Cc4ccc(C)cc4)nn3c2=O)c2ccccc21
→ -8	39	68*	5	4	3	-6	-3	1	-0.7
COc1ccccc1/C=C/C=N/n1c(-c2ccc(Cl)cc2Cl)n[nH]c1=S
→ -8	7	x	-8	-21	3	-3	-4	1	4.3
CCC(C)[C@H](NC(=O)C1CC(=O)N(c2ccc(OC)cc2)C1)C(=O)N1CCCCC1 (some centres not stated)
→ -11	-1	90	-2	8	7	-1	6	3	-1.7
CC1CCCN(S(=O)(=O)c2ccc(S(=O)(=O)N3CCC4(CC3)OCCO4)cc2)C1 (configuration not stated)
→ 12	3	68*	2	1	-4	-12	4	6	-0.2
O=C(COC(=O)c1ccc(S(=O)(=O)N2CCCC2)cc1)NCc1ccccc1
→ 21	4	107	-2	16	-1	-9	-6	-4	-2.9
COc1ccc2c(c1)C(=O)N(c1ccccc1OC)C(=O)C2
→ -17	-3	118	1	4	1	-5	-1	-2	-0.7
COc1ccc(NC(=O)COc2ccc(S(=O)(=O)N3CCOCC3)cc2C)cc1OC
→ 6	-6	x	0	9	-2	-3	3	-2	-1.5
COc1ccc(C(=O)Nc2cc(OC)nc(OC)n2)cc1
→ -47	15	107	-1	13	-1	-2	-7	-4	-2.3
O=C(/C=C/c1cccc(Br)c1)OCC(=O)N1CCN(c2ccccc2)CC1
→ 8	-8	107	-4	14	-3	14	-7	2	-3.4
COc1ccc(Cn2c(=S)[nH]c3cc(C(=O)N4CCCCC4)ccc3c2=O)cc1
→ 6	2	96	-2	21	-5	0	6	3	-3.3
Cc1nc(Oc2ccc(Cl)cc2)c2oc3ccccc3c2n1
→ 1	5	96	-10	-21	-1	-3	1	4	4.3
OCc1cccc(Nc2ncnc3sc4c(c23)CCCCC4)c1
→ -1	28	127	-1	-31	3	0	-1	0	3.8
COCCN(C(=O)CNC(=O)c1cccs1)C(C(=O)NC1CCCC1)c1cccs1 (configuration not stated)
→ -15	-7	103	-1	10	2	-4	-2	2	-1.7
CC(C)C[C@H](NC(=O)c1nc[nH]c1C(=O)NC1CCN(C(=O)OC(C)(C)C)CC1)C(=O)OC(C)(C)C
→ 5	0	100	-2	-42	0	-16	-5	3	6.8
OCc1nc2ccccc2n1CCc1ccccc1
→ -17	3	106	-2	10	5	-2	3	5	-2.2
CSCCCNC(=S)Nc1ccc(N2CCOCC2)cc1N1CCOCC1
→ 17	-30	104	0	12	0	2	10	1	-2.2
CCOC(=O)c1cc(C#N)c(NCc2ccccc2)nc1C
→ 21	10	92	-2	-51	-7	5	-3	-1	9.3
N#Cc1cccc(NC(=O)CCn2ccnc2)c1
→ 30	28	78	-3	4	-12	-5	-12	-1	-0.7
CC12CCC(C/C1=N\OC(=O)c1ccc(F)cc1)C2(C)C (configuration not stated)
→ -11	5	102	-8	-14	3	5	-19	0	2.6
CN(C)C(=O)c1cn(-c2ccccc2)nc1-c1cc2ccccc2o1
→ 6	-10	112	-1	20	4	-13	-13	-2	-4.3
COCc1cc(Sc2ccc(Cl)cc2Cl)nc(-c2ccccc2)n1
→ 27	-4	106	-10	8	-11	-6	0	3	-1.8
Clc1ccc(-c2cnc3n2CCC3)cc1
→ -26	4	101	-2	-1	10	13	-6	4	0.1
CCCCC#Cc1cncc(C(=O)N/N=C/c2cccc(OC)c2)c1
→ -24	5	107	-12	-19	0	-1	-15	2	3.7
CN(C)S(=O)(=O)c1ccc2c(c1)nc(CCC(=O)Nc1ccc3c(c1)OCO3)n2C
→ -25	-1	129	0	1	3	-3	-1	5	-0.1
Cc1nc(COc2ccccc2Cl)sc1-c1ccnc(N)n1
→ 13	-5	103	-1	1	2	4	4	-5	-0.2
COCCn1c(C)cc(C(=O)CSc2nc(C)cc(C)c2C#N)c1C
→ -15	-4	96	-2	1	0	3	2	6	-0.1
Oc1cccc(/C=N/Nc2nn3cnnc3c3ccccc23)c1
→ -1	30	96	-2	8	0	-13	-15	-1	-1.5
CCOc1ccc(NC(=O)C2Cc3ccccc3CN2S(=O)(=O)CC)cc1 (configuration not stated)
→ 10	-6	97	3	5	-3	-20	3	-1	-1.0
FC(F)(F)c1nc2ccccc2n2c(-c3ccc(Cl)cc3Cl)nnc12
→ 6	5	117	-4	-39	9	-2	-9	-4	8.8
COc1cccc(CNC(=O)C2CCN(S(=O)(=O)c3ccc4c(c3)CC(C)N4C(=O)C3CC3)CC2)c1 (configuration not stated)
→ 8	2	100	-10	5	0	-8	-5	-1	-1.0
COc1ccc(COC(=O)c2ccc(Br)c(S(=O)(=O)N3CCOCC3)c2)cc1F
→ 13	-2	101	-3	2	0	-13	-14	-8	-0.5
CCN(CC(=O)Nc1ccc(NC(C)=O)cc1)C(=O)C12CC3CC(CC(Cl)(C3)C1)C2
→ 16	-7	105	2	15	2	0	-1	0	-2.7
Cc1nn(-c2ccccc2)c2nc(N)c(C#N)c(-c3ccc(F)cc3)c12
→ -23	-3	122	-18	-23	9	-8	-13	1	3.7
C/C(=N\NC(=O)Cc1csc(N2CCOCC2)n1)c1ccc(Cl)c(Cl)c1
→ 22	6	108	0	-15	2	-1	-4	-2	2.8
CCOc1ccc(CN2CCC(Cc3ccccc3)CC2)cc1
→ -18	26	108	-3	-1	-4	-9	-10	0	0.2
COc1ccc(OC)c(-c2nc3c(C)n[nH]c(=O)c3[nH]2)c1
→ 2	6	93	-2	-5	-1	-8	5	1	1.0
Cc1ccc(S(=O)(=O)N(CC(=O)NCc2cccs2)c2ccccc2)cc1
→ 7	1	95	-3	-11	-3	-9	-11	0	1.7
Cc1ccc(CC2C(=O)N(c3cc(Cl)ccn3)C(=O)C2C)cc1 (configuration not stated)
→ 6	-8	x	-3	7	-2	4	4	1	-1.4
CCc1nc2sc(C#N)c(N)c2c2c1CCCC2
→ -10	0	109	-1	-40	1	-4	1	-3	7.0

Compound profiles, as listed above. Values in the order: HTR5A inv ctr | Arrestin-AP2 inh | Pemphigus Ab inh | DAGLB inh | MOR-DOR inv ag | HTR5A ag | PKA-R1A activ | PKA-R2B act | V-ATPase pHluor | OPRM1-OPRD1 ag
Profile of OCc1cccc(Nc2ncnc3sc4c(c23)CCCCC4)c1 = -1 | 28 | 127 | -1 | -31 | 3 | 0 | -1 | 0 | 3.8
Profile of CCOc1ccc(NC(=O)C2Cc3ccccc3CN2S(=O)(=O)CC)cc1 (configuration not stated) = 10 | -6 | 97 | 3 | 5 | -3 | -20 | 3 | -1 | -1.0
Profile of COc1ccc(COC(=O)c2ccc(Br)c(S(=O)(=O)N3CCOCC3)c2)cc1F = 13 | -2 | 101 | -3 | 2 | 0 | -13 | -14 | -8 | -0.5
Profile of Cc1nc(Oc2ccc(Cl)cc2)c2oc3ccccc3c2n1 = 1 | 5 | 96 | -10 | -21 | -1 | -3 | 1 | 4 | 4.3

Assay outcomes from PubChem BioAssay.
